uPA surface inh: cell surface uPA generation inhibition. cell surface uPA generation assay, qHTS. Potency, µM (top dose mostly 38.3 µM), for the others: at the top dose activity change, negative = inhibition, most hits filed as inhibitors. hit rate 0.31% among 330,000. AID 540303; active means well fitted inhibition curve with a large enough effect; inconclusive means small, poorly fitted or top-dose-only effect; inactive means no such curve, though single readings can be large or run the other way; tested in mouse RAW 264.7 cells; further: on the % scale 0 is the no-effect control and ±100 the full control effect; nearly all actives have a fitted effect of over 55% in size
MBNL1-CUG inh: blocks human MBNL1 binding to CUG repeat RNA; Q9NR56; TR-FRET MBNL1-His/biotin-(CUG)12 binding, 665/545 ratio; Potency, µM (highest dose often 57.5 µM), for inactives: top-dose activity change, negative = inhibition, actives largely listed as inhibitors; hit rate 0.036% among 280,000; AID 2675; active means well fitted inhibition curve with a large enough effect in the signal ratio, with a control signal flat, not every such curve was filed as active; inconclusive means small, poorly fitted or top-dose-only effect, or effect the other way, or a change in a side signal; inactive means no such curve, though single readings can be large or run the other way; the % refers to the signal ratio; further: on the % scale 0 is the no-effect control and ±100 the full control effect
Target sequence (Q9NR56 whole entry, looked up): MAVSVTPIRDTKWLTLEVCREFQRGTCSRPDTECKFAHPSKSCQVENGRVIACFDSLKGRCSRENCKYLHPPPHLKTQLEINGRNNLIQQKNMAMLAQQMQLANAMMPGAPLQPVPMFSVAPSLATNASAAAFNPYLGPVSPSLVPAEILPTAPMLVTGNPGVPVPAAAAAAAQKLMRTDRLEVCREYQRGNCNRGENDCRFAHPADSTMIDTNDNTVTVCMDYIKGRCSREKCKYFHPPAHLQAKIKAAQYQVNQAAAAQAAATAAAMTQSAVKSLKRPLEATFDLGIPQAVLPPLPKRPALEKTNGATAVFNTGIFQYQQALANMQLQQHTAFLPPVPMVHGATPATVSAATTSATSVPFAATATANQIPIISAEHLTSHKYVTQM
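TR-FRET between His-tagged MBNL1 and biotin-(CUG)12 RNA, detected with Tb anti-His antibody (0.055 ng/ul) and streptavidin-XL665 (5 nM), 60 min at room temperature. Compounds titrated 92 nM to 58 uM; 665/545 nm ratio normalized to buffer and complex controls.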
FLuc modulator: firefly luciferase modulation, counter-screen for miR-21 project. P08659. hit rate 6.9% among 360,000. purified FLuc, Km substrates, luminescence inhibition. AID 588342. Potency, µM (top dose mostly 57.5 µM), for inactives: at the top dose activity change, negative = inhibition, actives largely listed as inhibitors;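 further: plate controls were vehicle for no effect and reference inhibitor for full effect; nearly all actives have a fitted effect of over 55% in size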
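Biochemical qHTS of compounds, final roughly 60 µM downward over six points, against 10 nM purified firefly luciferase using Km concentrations of substrates (10 uM D-luciferin, 10 uM ATP) in Tris acetate pH 7.5 buffer; luminescence output.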
ELG1 genotoxic: genotoxicity induction in ELG1-luciferase HEK293T cells; Potency, µM (series often up to 46 µM), inactives show at the top dose activity change, positive = activation, actives largely listed as activators; hit rate 1.3% among 330,000; AID 504466; HEK293T ELG1-luciferase reporter, luminescence, 16 h; further: % of control where 0% means no effect; nearly all actives have a fitted effect of over 60% in size
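Step 1: seed 2,000 HEK293T ELG1-luciferase cells per well. Step 2: add compound or DMSO, incubate 16 hr at 37 °C. Step 3: ONE-Glo, 30 min at room temperature, read luminescence.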
VP16 counter: counter-screen for ROR gamma inhibitors: Gal4-VP16 reporter. Drosophila S2 Gal4-VP16 UAS-luciferase, luminescence, 20 h. Potency, µM (doses to about 53.6 µM), inactives show at the highest dose activity, negative = inhibition, usual class: inhibitors. hit rate 3.5% among 310,000;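 further: Gal4-VP16 expression switched on by copper sulfate through the metallothionein promoter; on the % scale 0 is the no-effect control and ±100 the full control effect; nearly all actives have a fitted effect of over 50% in size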
RORg inh: ROR gamma (mouse) transcription inhibition | P51450 | Drosophila S2 Gal4-RORgamma UAS-luciferase reporter, 20 h | Potency, µM (highest dose often 53.6 µM), for inactives: at the highest dose activity change, negative = inhibition, usual class: inhibitors | hit rate 5.4% among 310,000; further: on the % scale 0 is the no-effect control and ±100 the full control effect; nearly all actives have a fitted effect of over 60% in size
Target sequence (P51450 whole entry, looked up, the tested form may be a part): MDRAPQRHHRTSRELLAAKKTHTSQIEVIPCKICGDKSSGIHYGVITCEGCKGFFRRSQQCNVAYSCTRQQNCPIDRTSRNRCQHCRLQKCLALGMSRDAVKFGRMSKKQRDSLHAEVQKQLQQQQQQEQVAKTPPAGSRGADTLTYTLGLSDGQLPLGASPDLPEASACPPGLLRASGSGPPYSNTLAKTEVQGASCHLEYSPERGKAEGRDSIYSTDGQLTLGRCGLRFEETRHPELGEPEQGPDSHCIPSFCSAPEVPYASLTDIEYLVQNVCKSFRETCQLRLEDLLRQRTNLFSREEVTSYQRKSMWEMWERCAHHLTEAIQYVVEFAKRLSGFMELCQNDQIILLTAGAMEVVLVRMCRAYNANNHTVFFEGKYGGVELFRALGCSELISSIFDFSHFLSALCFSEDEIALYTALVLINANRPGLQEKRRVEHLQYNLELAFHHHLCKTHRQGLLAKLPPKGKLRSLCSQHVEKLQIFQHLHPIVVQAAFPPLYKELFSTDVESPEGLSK
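Drosophila Schneider cells stably carrying a metallothionein-driven Gal4 DBD–ROR gamma fusion and a UAS-Photinus luciferase reporter were exposed to compound for 1 hr, then induced with copper sulfate (700 uM final) for 20 hr at ambient temperature before luminescence reading.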
p53 reactivator: restores transcriptional activity of mutant p53. Potency, µM (doses to about 92.2 µM), without a hit: at the top dose activity change, positive = activation, usual class: activators. H1299 p53-A138V BP100-luciferase reporter, luminescence, 24 h. AID 504706. hit rate 0.063% among 320,000; further: % of control where 0% means no effect; nearly all actives have a fitted effect of over 45% in size
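H1299 (p53-null), stable ts p53-A138V + BP100-Luc; 1000 cells/well, Opti-MEM/10% FBS; cpd 4 pt, 1:5; 24 h, 37 deg C, 5% CO2; detection reagent 10 min RT; luminescence.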
BRCA1 expr up: activators of BRCA1 expression | MCF7-BRCA1-FFLuc reporter, luminescence, 48 h; response scale: scaled: vehicle 0%, 10 µM genistein 100% | hit rate 1.1% among 380,000 | Potency, µM (highest dose often 46.1 µM), without a hit: at the highest dose activation, hits mostly activators; further: nearly all actives have a fitted effect of over 80% in size; some results filed as inactive show a strong effect at the top dose
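Reporter cells (MCF7, BRCA1 promoter-firefly luciferase) received library compounds across a concentration series for 48 h. End-point luminescence was measured and concentration-effect curves derived after normalization.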
Rab9 promoter act: Rab9 promoter activation | Huh7 Rab9 promoter-luciferase reporter, luminescence, 24 h | Potency, µM (highest dose often 9.22 µM), for the others: at the top dose activation, negative = inhibition, actives largely listed as activators | hit rate 2.8% among 320,000 | AID 485297; further: % of control where 0% means no effect; nearly all actives have a fitted effect of over 60% in size
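Stable Rab9-luc Huh7, 1500 cells/well, 2 h settle; cmpd in DMSO, 24 h, 37 °C/5% CO2; luciferase reagent 10 min RT; luminescence.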
NPC1 promoter act: NPC1 promoter activation; Huh7 NPC1 promoter luciferase reporter, 24 h; Potency, µM (series often up to 9.22 µM), inactives show at the top dose activation, hits mostly activators; hit rate 2.4% among 320,000; AID 485313;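 further: % of control where 0% means no effect; nearly all actives have a fitted effect of over 60% in size; reporter is driven by a mutant NPC1 promoter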
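Stable NPC1-promoter luciferase Huh7 line; cpd (DMSO) 24 h, 37 °C, 5% CO2; Amplite luciferase reagent 10 min RT; luminescence readout. qHTS format.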
* = called active by the depositor; u = inconclusive; x = no result given; [ ] = dose if it differs, or a comment. Unless noted, the call rests on the fitted dose curve; in most records, active means well fitted curve in the direction sought with a large enough effect; inconclusive means small, poorly fitted or top-dose-only effect, or another doubt; inactive means no such curve, though single readings can be large; an effect the other way counts as inactive or inconclusive. Potency means the concentration at half of the fitted maximal effect. Compounds as they come; any-hit rate near 13%.

item | canonical_smiles | uPA surface inh | MBNL1-CUG inh | FLuc modulator | ELG1 genotoxic | VP16 counter
1 | Cc1[nH]c2c(Cl)cccc2c1CCNC(=O)C1CCCCC1C(=O)OCC(F)(F)F (stereo not given) | -7% | -1% | 1% | -2% | -5%
2 | CC1CCN(CC(=O)Nc2ccccc2-c2ccccc2)CC1 | 12% | -2% | -4% | 3% | -21%
3 | Cc1ccc(S(=O)(=O)N(C)C)cc1NC(=O)COC(=O)/C(=C/c1ccc(F)cc1)c1cccs1 | -11% | -4% | 4% | -2% | 0%
4 | COc1ccc(NC(=O)CN(C)C(=O)Cc2c(C)nc3ccccc3c2C)cc1 | -1% | x | 2% | -7% | x
5 | COc1ccc(CC(=O)Nc2ccccc2Oc2ccccc2)cc1 | x | 6% | 0% | -4% | 15%
6 | Cc1cc(C(=O)COC(=O)CCCN2C(=O)c3ccccc3C2=O)c(C)n1C | 0% | 40%[activator] | 24µM* | 10% | 3%
7 | Nc1nc(Br)c2c(F)cccc2c1-c1ccccc1 | -6% | -4% | -12% | 0% | 4%
8 | c1ccc(N(c2ccccc2)c2nc(N3CCCC3)nc(-n3ccnc3)n2)cc1 | x | 6% | 2% | -9% | 11µM*
9 | O=S1(=O)CCOC[C@H](CC2CCCCC2)N1Cc1ccc(F)cc1 | 1% | -4% | -3% | 0% | u
10 | CN(C)c1nc(N2CCN(c3ccc(F)cc3)CC2)c(C#N)c(=O)o1 | 3% | -23% | 8% | -3% | u

item | RORg inh | p53 reactivator | BRCA1 expr up | Rab9 promoter act | NPC1 promoter act
1 | 26% | -7% | -30% | -8% | -7%
2 | 2% | 17% | -23% | 0% | -6%
3 | u | 1% | -27% | -8% | 0%
4 | x | -6% | -28% | -15% | 0%
5 | 26% | 1% | x | -1% | 1%
6 | -34% | 8% | 7% | -6% | -1%
7 | 11% | -3% | -9% | -2% | -3%
8 | 7.1µM* | 12% | -69% | 5% | -2%
9 | -21% | -1% | -43% | 2% | 0%
10 | -61% | -8% | 17% | -7% | 4%

Quoted at random: four compounds from above, in no set order.
item | canonical_smiles | uPA surface inh | MBNL1-CUG inh | FLuc modulator | ELG1 genotoxic | VP16 counter
4 | COc1ccc(NC(=O)CN(C)C(=O)Cc2c(C)nc3ccccc3c2C)cc1 | -1% | x | 2% | -7% | x
3 | Cc1ccc(S(=O)(=O)N(C)C)cc1NC(=O)COC(=O)/C(=C/c1ccc(F)cc1)c1cccs1 | -11% | -4% | 4% | -2% | 0%
2 | CC1CCN(CC(=O)Nc2ccccc2-c2ccccc2)CC1 | 12% | -2% | -4% | 3% | -21%
6 | Cc1cc(C(=O)COC(=O)CCCN2C(=O)c3ccccc3C2=O)c(C)n1C | 0% | 40%[activator] | 24µM* | 10% | 3%

item | RORg inh | p53 reactivator | BRCA1 expr up | Rab9 promoter act | NPC1 promoter act
4 | x | -6% | -28% | -15% | 0%
3 | u | 1% | -27% | -8% | 0%
2 | 2% | 17% | -23% | 0% | -6%
6 | -34% | 8% | 7% | -6% | -1%

The list continues.
item | canonical_smiles | uPA surface inh | MBNL1-CUG inh | FLuc modulator | ELG1 genotoxic | VP16 counter
11 | Cc1onc(-c2c(F)cccc2Cl)c1C(O)c1ccc(F)cc1 (stereo not given) | 5% | -8% | 0% | -1% | 5%
12 | CCOc1ccc(NC(=O)CSc2nnnn2-c2ccc(C(N)=O)cc2)cc1 | 5% | 0% | 3% | 16% | -4%
13 | COc1cc(/C=C2/S/C(=N/S(=O)(=O)Cc3ccccc3)NC2=O)c([N+](=O)[O-])cc1OC | -13% | x | 2% | -2% | 4%
14 | O=C1CC(c2ccc(F)cc2)c2cc3c(cc2N1)CCC3 (stereo not given) | -14% | -4% | 0% | -1% | u
15 | CN(Cc1ccccc1)C(=O)c1ccc2c(c1)OCO2 | -4% | -4% | 2% | 0% | -9%
16 | CC(C)[C@H](NC(=O)c1ccco1)C(=O)OCC(=O)c1ccc2c(c1)NC(=O)CO2 | 5% | 6% | u | -3% | -6%
17 | CC(=O)N(C1CC(C)C(C#N)(C#N)C1(C#N)C#N)N(C)C (stereo not given) | -21% | 2% | 1% | 5% | -4%[10 µM]
18 | COCCCNC(=O)CCn1c(=O)c2ccccc2n(Cc2cccc([N+](=O)[O-])c2)c1=O | 3% | 0% | -2% | 2% | -2%
19 | CCn1c(CSCc2ccc(F)cc2)nnc1SCC(=O)NCc1ccccc1 | 0% | 5% | 7% | 0% | -5%
20 | COc1ccc(NS(=O)(=O)c2c(C(=O)N3CCCCCC3)c(C)n(C)c2C)cc1OC | 4% | 1% | 0% | 1% | -2%

item | RORg inh | p53 reactivator | BRCA1 expr up | Rab9 promoter act | NPC1 promoter act
11 | 15% | -1% | -18% | -7% | 0%
12 | -11% | -2% | -10% | 1% | -4%
13 | -1% | 3% | -20% | -1% | 1%
14 | u | u | -48% | 0% | -4%
15 | u | 7% | 17% | 3% | 0%
16 | 40% | 22% | -30% | 1% | -2%
17 | 7.9µM* | -12% | 4% | 2% | -12%
18 | 1% | -1% | -2% | 0% | 1%
19 | -24% | 3% | -15% | -2% | 0%
20 | 3% | -5% | -12% | -3% | 3%

Remaining list, next part:
item | canonical_smiles | uPA surface inh | MBNL1-CUG inh | FLuc modulator | ELG1 genotoxic | VP16 counter
21 | COC(=O)c1nnn(Cc2ccccc2)c1N | -2% | 7% | 4% | 4% | -9%
22 | CCN1CCN(S(=O)(=O)c2cccs2)CC1 | -1% | -1% | 4% | 0% | -1%
23 | Cc1cc(C)n(-c2nc(Nc3ccccc3C(F)(F)F)nc(-n3nc(C)cc3C)n2)n1 | -5% | 3% | 4% | -9% | 7.1µM*
24 | CCC[C@@H](CN[C@@H](CNC)[C@H](C)CC)NCC1CCC(C(C)(C)C)CC1 (stereo not given in full) | u | 4% | 1% | -15% | u
25 | O=C(Nc1ccccc1Br)c1ccccc1-c1ccccc1 | -8% | 2% | 1% | 2% | -3%
26 | CC1=NN(C(=O)c2ccc(Cn3nc(C)cc3C)o2)C(O)(C(F)(F)F)C1 (stereo not given) | x | 1% | 1% | 0% | 5.6µM*
27 | CN(C[C@H](Cc1ccccc1)N(C[C@H](c1ccccc1)N(CCc1ccccc1)N=O)N=O)N=O | 14% | 5% | 1% | -4% | 3%
28 | C=CCn1c(N)cc(=O)nc1SC(C)C(=O)Nc1cccc2ccccc12 (stereo not given) | 2% | 4% | -6% | -2% | -2%
29 | CCOC(=O)N1CCN(c2ccc(C(C)=O)cc2F)CC1C (stereo not given) | 14% | -2% | -1% | -4% | -21%
30 | Cc1c(CCO)c(=O)n(C)n1C(=O)c1ccc(Cl)cc1 | -3% | -5% | u | -1% | -15%

item | RORg inh | p53 reactivator | BRCA1 expr up | Rab9 promoter act | NPC1 promoter act
21 | 34% | -7% | -6% | 4% | 1%
22 | -19% | 7% | 13% | 16% | 5%
23 | 7.1µM* | 7% | -77% | -8% | -5%
24 | 11µM* | u | -52% | -19% | -14%
25 | -25% | -1% | -62% | -13% | -19%
26 | 6.3µM* | -2% | 7% | -1% | -1%
27 | 1% | -8% | -3% | -4% | -6%
28 | u | -8% | -12% | -4% | -2%
29 | u | -11% | 38% | -9% | 0%
30 | -13% | 4% | 6% | 10% | -2%

More compounds
item | canonical_smiles | uPA surface inh | MBNL1-CUG inh | FLuc modulator | ELG1 genotoxic | VP16 counter
31 | CC(=O)NCCC(=O)Nc1cc(S(=O)(=O)Nc2ccc(Cl)cc2)ccc1N1CCCC1 | 1% | -4% | -1% | -2% | -5%
32 | Cc1ccc(NC(=O)c2cccc(N3C(=O)C4C5CCC(C5)C4C3=O)c2)c(C)c1 (stereo not given) | -4% | u | 6% | -1% | -11%
33 | N#Cc1c(-c2ccccc2)cc(-c2ccccc2)nc1SCCC(=O)O | -6% | 14% | -4% | 0% | -4%
34 | Cc1cc(C)c(NC(=O)COC(=O)c2cccc3c2C(=O)c2ccccc2C3=O)c(C)c1 | -17% | u | -1% | -2% | -15%
35 | CC(=O)Nc1ccc(-c2nnn(CC(=O)c3ccccc3)n2)cc1Cl | 2% | 6% | -3% | 6% | 0%
36 | Cc1cccc(OCC(=O)Nc2ccc(N3CCN(C(=O)c4ccccc4)CC3)cc2)c1C | -1% | -8% | 2% | -3% | -20%
37 | CCNC(=O)C1CC(=O)N(c2ccc(Br)cc2)C1 (stereo not given) | 0% | -6% | 10% | -3% | -8%
38 | CCOC(=O)N1CCN(Cc2nc(N)nc(Nc3ccc(OCC)cc3)n2)CC1 | x | -17% | 3% | -1% | 3%
39 | COc1cc(SC)ccc1C(=O)Nc1ccccn1 | -17% | -3% | 0.48µM* | u | 10µM*
40 | COc1ccc(N(C(=O)COc2ccccc2)C2C=CS(=O)(=O)C2)cc1 (stereo not given) | 2% | -1% | 0% | 0% | 7%

item | RORg inh | p53 reactivator | BRCA1 expr up | Rab9 promoter act | NPC1 promoter act
31 | 33% | -1% | -34% | -2% | -2%
32 | -2% | u | -6% | 18% | -3%
33 | -1% | 4% | -65% | -1% | -5%
34 | -10% | -13% | -46% | -9% | 0%
35 | 20% | 3% | 1% | 4% | -1%
36 | 8% | -5% | -22% | -10% | -7%
37 | 3% | 1% | 16% | -8% | 2%
38 | 2% | -11% | -12% | -4% | -5%
39 | 8.9µM* | 6% | u | 0.79µM* | 0.79µM*
40 | 7% | -17% | -2% | -4%[1.84 µM] | -4%

High-throughput results: PubChem, National Center for Advancing Translational Sciences (NCATS)
